Autophagy mod = autophagy modulation, high-content screen; AID 463193; calls only at 10 µM (by protocol); hit rate 0.98% among 190,000; MEF GFP-LC3 puncta imaging; test concentration mostly 10 µM;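 active = percentage of spot-positive cells more than 3 SD above its plate mean, without a fluorescence outlier flag or 80% toxicity; inconclusive = no clear call, values can overlap the other calls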;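 also: spot-positive cell cutoff set from DMSO-treated cells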
WT yeast gro inh = growth inhibition of WT yeast, mitochondrial fusion screen; hit rate 2.1% among 190,000; AID 1362; inhibition, % at 10 µM; mitochondrial fusion phenotypic screen, WT strain; in the data active = inhibition above about 58%; tested in S. cerevisiae
MT stabilizer = stabilizes microtubules in HeLa cells. HeLa tubulin immunostaining HCS, 24 h; share of cells brighter than vehicle mean+2SD. % tubulin-high responders, % at 10 µM. hit rate 0.83% among 200,000. AID 2205;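 active = plate Z-score above 3 for both tubulin-high and condensed-nucleus cell shares, with cell loss under 80%, at 10 µM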;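 also: anti alpha tubulin signal scored within the nucleus-defined area of each cell; some results filed as inactive read as strong as hits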
bCat nuc transl = modulators of beta-catenin nuclear translocation. HeLa beta-catenin nuclear translocation, immunofluorescence imaging. nuclear translocation activity, % at 5 µM. hit rate 0.3% among 190,000;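 active = nuclear translocation activity above 50% at 5 µM, with a well cell count of 50 or more; inconclusive = wells under 50 cells across six images, flagged as toxic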;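 also: per-cell ratio of nuclear to cytoplasmic median beta-catenin stain intensity; plate controls were DMSO negative control for no effect and GSK-3 inhibitor IX positive control for full effect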
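System: Human HeLa cells, endogenous beta-catenin | Compound dosing: 5 µM primary, 0.02–20 µM confirmation | Timing: 24 h compound exposure at 37°C, 5% CO2 | Measured by: Fluorescence imaging of beta-catenin antibody stain plus DAPI | Read-out basis: % activation of per-cell nuclear versus cytoplasmic median beta-catenin signal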
Dynein transport = dynein cargo transport inhibition; z-score, hits read low; hit rate 0.47% among 220,000; AID 1381; 3617.4 mouse cells, GR-EGFP nuclear translocation imaging; test concentration mostly 20 µM; stimulated with dexamethasone, 1 µM; hits give low values;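 active = plate z-score of nuclear minus cytoplasmic receptor signal below a set negative limit, without overly bright fluorescence or cell loss, cut at about -3.5 in these data, passing the limit was not always enough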;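 also: z-score of nuclear minus cytoplasmic ring GR-EGFP intensity difference per well; some compounds called inactive have numbers as strong as hits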
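Medium: Induction medium lacking tetracycline, stripped serum | Probe or stimulus: 1.0 µM final dexamethasone stimulus | Schedule: 48 h induction, then 1 h compound, then 30 min agonist, 37 °C | Signal: Automated 10x imaging of fixed Hoechst-stained cells | Evaluation: Per-cell GR-EGFP intensity, nucleus versus surrounding cytoplasmic ring, well-averaged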
Ins promoter up = MIN6 insulin promoter up-regulation; z-score at 5 µM; hit rate 0.3% among 190,000; MIN6 insulin promoter-GFP reporter, high-content imaging; hits give high values;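 active = z-score above 3 at 5 µM with at least 500 cells counted in the well; inconclusive = wells under 500 cells, flagged as cytotoxic or low count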
Yfh1-off respiration = mitochondrial function rescue without frataxin homolog – Friedreich's ataxia, plus single-dose screen, dose response (AID 1465); S. cerevisiae Yfh1-off respiration, WST-1 reduction, 72 h; higher fold induction means a stronger effect; fold induction at 50 µM; hits with a dose series show EC50 in µM; hit rate 0.074% among 220,000;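 active = fold induction of absorbance versus untreated yeast above a set limit, then at least 30% activation at any dose in follow-up; inconclusive = repeats straddling the limit, or above it without dose testing; inactive = fold induction below the set limit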;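 also: activators that raise dye reduction in frataxin-depleted yeast; strong numbers were not always called active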
HIV fusion peptide = inhibitors of HIV fusion peptide binding, primary screen, biochemical, uHTS, fluorescence dequenching (AID 1986) | cell-free peptide binding, fluorescence dequenching, 30 min; higher % means a stronger effect | inhibition, % at 20 µM, or IC50 in µM where a hit was titrated | hit rate 0.3% among 290,000; in the data active = inhibition mostly above about 52%, no sharp cut-off; inactive = mostly below about 76%; also: some results filed as inactive read as strong as hits
AID2073 = inhibitors of Mint1-CaV2.2 protein interaction, biochemical, HTRF (AID 2073); HTRF protein-protein interaction, Mint1-CaV2.2; higher % means a stronger effect; inhibition, % at 20 µM, or IC50 in µM where a hit was titrated; hit rate 0.19% among 290,000; in the data active = inhibition mostly above about 51%, no sharp cut-off; inconclusive = no clear call, values can overlap the other calls; inactive = mostly below about 53%; also: some results filed as inactive read as strong as hits
WT yeast gro inh mutant strain = second read-out of WT yeast gro inh, no call of its own (marks repeat the call); inhibition, %; mitochondrial fusion phenotypic screen, mutant strain inhibition
Dynein transport cytoplasmic EGFP = second read-out of Dynein transport, no call of its own (marks repeat the call); z-score; measured here: cytoplasmic GR-EGFP intensity; hits give high values
Dynein transport nuclear GR-EGFP = also measured in Dynein transport; calls as there; z-score; measured here: nuclear GR-EGFP intensity;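 lower value marks the stronger effect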
Dynein transport cell count = also measured in Dynein transport; calls as there; z-score; measured here: cell count per field
Ins promoter up cell count = also measured in Ins promoter up; calls as there; cell count; measured here: cytotoxicity, nuclei count;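 total cells summed across four imaged fields per well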
bCat nuc transl cell count 5 µM = recorded beside bCat nuc transl, whose call it bears; cell count; measured here: cell count, cytotoxicity flag
MT stabilizer Hoechst-high % = second read-out of MT stabilizer, no call of its own (marks repeat the call); % Hoechst-high responders; measured here: nuclear condensation Hoechst responders;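 share of cells brighter than vehicle mean plus two SD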
MT stabilizer cytotoxicity % = further read-out of MT stabilizer, marked with its call; toxicity, %; measured here: cytotoxicity by cell density;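 0% = mean cell density of plate MIN control wells and 100% = no cells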
Autophagy mod cell loss 18 h = second read-out of Autophagy mod, no call of its own (marks repeat the call); toxicity, %; measured here: cell loss, nuclei count;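 cell loss after 18 h compound exposure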
* marks the source's active call; other numbers are inactive results; i = inactive; ? = inconclusive; . = no result given.

no.	SMILES	Autophagy mod	Autophagy mod cell loss 18 h	WT yeast gro inh	WT yeast gro inh mutant strain	MT stabilizer	MT stabilizer Hoechst-high %	MT stabilizer cytotoxicity %	bCat nuc transl	bCat nuc transl cell count 5 µM	Dynein transport	Dynein transport cytoplasmic EGFP	Dynein transport nuclear GR-EGFP	Dynein transport cell count	Ins promoter up	Ins promoter up cell count	Yfh1-off respiration	HIV fusion peptide	AID2073
1	Cc1ccc(C)c(N2CCN(c3ccc(N4C(=O)COCC4=O)cc3[N+](=O)[O-])CC2)c1	i	10	4	2	1.9	3.2	3.7	-2.7	547	-0.77	-0.31	-0.87	1.2	0.13	1229	i	9.7%	0%
2	c1ccc2[nH]c(CSc3nnc(-c4ccncc4)o3)nc2c1	i	-7	7	1	4.2	1.6	2.3	-0.4	804	-0.93	-0.2	0.07	0.71	.	.	i	48%	0%
3	COC(=O)c1ccc(NC(=O)CCn2c(=O)oc3ccccc32)cc1	i	17	2	12	4.2	2.0	8.5	-1.4	834	-0.8	-0.13	-0.072	1.4	1.7	1515	i	-1.2%	-5%
4	CC(NC(=O)C12CC3CC(CC(C3)C1)C2)C(=O)NCCN(C)C (stereo not drawn)	i	10	-2	8	10	2.9	7.4	1.0	1437	0.47	-0.22	0.58	0.047	0.7	1527	i	0.6%	27%
5	CCn1cc(/C=N\NC(=O)COc2cccc(C)c2C)c(C)n1	i	4	15	15	1.4	1.6	6.1	-2.5	557	1.6	-0.23	0.26	-1.3	-0.18	1148	i	2.7%	2%
6	C=CCNc1nc(-c2c(C)nc3sccn23)cs1	i	6	-20	9	3.2	2.7	1.3	1.0	1099	-1.4	-0.048	-0.81	-0.66	.	.	i	0.2%	-8%
7	COc1ccc(-c2coc3c(CN4CCOCC4)c(O)ccc3c2=O)cc1	.	.	.	.	.	.	.	0.0	1312	-1.2	-0.23	-0.059	0.29	0	1063	i	-1.4%	40%
8	COCCN(Cc1cn(C)nc1-c1ccccc1F)C(C)C	i	5	1	4	2.8	2.2	7.2	1.7	971	-0.46	-0.27	-0.33	0.38	0.17	1507	i	0.7%	5%
9	CCCn1nc(C(=O)OCC(=O)Nc2ncc(Cl)c(C)c2Cl)c2ccccc2c1=O	i	0	-1	0	6.1	2.4	4.4	1.9	1022	-0.28	-0.26	-0.39	0.35	-1.2	1193	i	-0.1%	7%
10	COc1ccc(/C=N/Nc2nc(NCc3ccco3)nc(Nc3ccc(OC)cc3)n2)cc1	i	-12	28	14	4.4	2.4	8.0	-0.7	500	-1.2	-0.29	-1.1	1.4	-0.22	1309	i	-1.2%	-1%
11	COc1cccc(CN2CCC(CO)(CC3CCCCO3)CC2)c1 (stereo not drawn)	i	10	0	-6	1.4	1.9	4.3	-0.1	1075	0.13	-0.3	0.077	0.21	0.25	1430	i	1.1%	5%
12	Cc1cnc(C(=O)Nc2ccccc2-c2ccc(C)o2)cn1	i	10	10	-7	1.4	1.1	5.7	-5.3	1204	1.3	0.039	1.2	-1.6	0.63	832	i	7.8%	-21%
13	CC(C)c1nnc(NC(=O)CCCC(=O)O)s1	i	-7	0	-1	3.1	1.9	2.7	.	.	3.5	-0.065	2	-2.1	0.76	895	i	6.9%	-3%
14	CC1Cc2ccccc2N1C(=O)CSc1ncc(-c2ccc(F)cc2)n1C (stereo not drawn)	i	2	0	-8	3.4	3.6	9.5	.	.	0.38	-0.27	-0.024	0.3	1.4	1234	.	-3.2%	-6%
15	O=C(O)c1ccc(-c2ccc(/C=N/Nc3ccc([N+](=O)[O-])cc3)o2)cc1	.	.	.	.	.	.	.	2.8	1279	0.76	0.93	1	-0.06	2.6	1133	i	71%	?

Reformatted: entries from further up
15: O=C(O)c1ccc(-c2ccc(/C=N/Nc3ccc([N+](=O)[O-])cc3)o2)cc1
  Autophagy mod: .
  Autophagy mod cell loss 18 h: .
  WT yeast gro inh: .
  WT yeast gro inh mutant strain: .
  MT stabilizer: .
  MT stabilizer Hoechst-high %: .
  MT stabilizer cytotoxicity %: .
  bCat nuc transl: 2.8
  bCat nuc transl cell count 5 µM: 1279
  Dynein transport: 0.76
  Dynein transport cytoplasmic EGFP: 0.93
  Dynein transport nuclear GR-EGFP: 1
  Dynein transport cell count: -0.06
  Ins promoter up: 2.6
  Ins promoter up cell count: 1133
  Yfh1-off respiration: i
  HIV fusion peptide: 71%
  AID2073: ?
2: c1ccc2[nH]c(CSc3nnc(-c4ccncc4)o3)nc2c1
  Autophagy mod: i
  Autophagy mod cell loss 18 h: -7
  WT yeast gro inh: 7
  WT yeast gro inh mutant strain: 1
  MT stabilizer: 4.2
  MT stabilizer Hoechst-high %: 1.6
  MT stabilizer cytotoxicity %: 2.3
  bCat nuc transl: -0.4
  bCat nuc transl cell count 5 µM: 804
  Dynein transport: -0.93
  Dynein transport cytoplasmic EGFP: -0.2
  Dynein transport nuclear GR-EGFP: 0.07
  Dynein transport cell count: 0.71
  Ins promoter up: .
  Ins promoter up cell count: .
  Yfh1-off respiration: i
  HIV fusion peptide: 48%
  AID2073: 0%

Going on with the list:
no.	SMILES	Autophagy mod	Autophagy mod cell loss 18 h	WT yeast gro inh	WT yeast gro inh mutant strain	MT stabilizer	MT stabilizer Hoechst-high %	MT stabilizer cytotoxicity %	bCat nuc transl	bCat nuc transl cell count 5 µM	Dynein transport	Dynein transport cytoplasmic EGFP	Dynein transport nuclear GR-EGFP	Dynein transport cell count	Ins promoter up	Ins promoter up cell count	Yfh1-off respiration	HIV fusion peptide	AID2073
16	O=C(/C=C/c1ccccc1)Nc1ccc(Cl)cn1	i	10	4	10	25*	43*	44*	2.7	1527	0.38	-0.27	0.67	-0.16	0.28	1262	i	1.0%	7%
17	COCCNc1nc(SCC(=O)N2CCN(c3ccccc3)CC2)nc2ccccc12	i	2	-60	-6	3.1	2.1	3.0	0.5	470	-0.62	-0.24	-0.33	0.3	.	.	i	-2.1%	-3%
18	Cc1cccc(NC(=O)CCc2ccccc2)c1	i	21	5	-5	2.5	2.8	5.0	-1.5	1082	-0.59	-0.17	-0.33	0.022	1.7	1064	i	-1.2%	-10%
19	C=CCn1c(C)nc2c(sc3nc4c(cc32)COC(C)(C)C4)c1=O	.	.	.	.	.	.	.	-3.8	1102	1.6	-0.17	0.73	-0.72	-0.34	1244	i	0.2%	2%
20	Cn1nc(C(F)(F)F)c(-c2cccc(C(F)(F)F)c2)c1NC(=O)CSCC(=O)O	.	.	.	.	.	.	.	-0.3	1313	-0.74	-0.28	-0.31	0.57	.	.	i	4.7%	9%
21	O=C1N=C(N2CCOCC2)S/C1=C\C=C/c1ccccc1	i	1	-1	-5	1.8	1.6	7.5	-0.6	1341	-2.8	0.79	-1.4	-0.14	0.13	1450	i	-4.2%	-9%
22	CC(C)C1Cc2c(C#N)c(N)sc(=S)c2CO1 (stereo not drawn)	i	-12	11	-3	1.2	1.6	11	.	.	0.078	-0.16	0.32	0.31	-0.1	821	i	2.4%	26%
23	CN(C)[C@@H](CO)c1nnc([C@H](Cc2ccc(O)cc2)NC(=O)C2CCNCC2)o1	i	26	-8	-4	0.9	0.4	3.6	2.2	1035	1.1	-0.045	1.1	-2	1.4	1322	i	-0.9%	12%
24	COc1ccc(C2C(C#N)=C(N)Oc3cc(C)n(Cc4ccco4)c(=O)c32)cc1 (stereo not drawn)	i	-4	11	3	1.5	1.8	6.1	-3.1	1157	-0.36	-0.13	-0.081	0.88	1.2	911	i	37%	30%
25	COCCNc1cc(C)c(C#N)c2nc3ccccc3n12	i	-2	16	56	3.3	1.9	7.5	-0.5	1057	-0.49	-0.29	-0.85	1.5	.	.	i	1.0%	44%
26	O=C1CC(N(Cc2ccc3c(c2)OCO3)C(=O)Nc2ccc(F)cc2)C(=O)N1c1ccccc1 (stereo not drawn)	i	6	-7	2	3.4	1.1	1.9	1.4	1171	-0.32	0.11	-0.46	0.45	0.56	1172	i	-2.0%	-8%
27	O=C(NN=C1C2CC3CC(C2)CC1C3)c1cc(Cl)ccc1O	i	3	12	6	3.6	2.5	5.6	.	.	-0.51	-0.22	-0.37	0.13	.	.	i	19%	39%

Single records, as listed above. Values in the order: Autophagy mod, Autophagy mod cell loss 18 h, WT yeast gro inh, WT yeast gro inh mutant strain, MT stabilizer, MT stabilizer Hoechst-high %, MT stabilizer cytotoxicity %, bCat nuc transl, bCat nuc transl cell count 5 µM, Dynein transport, Dynein transport cytoplasmic EGFP, Dynein transport nuclear GR-EGFP, Dynein transport cell count, Ins promoter up, Ins promoter up cell count, Yfh1-off respiration, HIV fusion peptide, AID2073
`COc1ccc(C2C(C#N)=C(N)Oc3cc(C)n(Cc4ccco4)c(=O)c32)cc1` (stereo not drawn) is listed with i, -4, 11, 3, 1.5, 1.8, 6.1, -3.1, 1157, -0.36, -0.13, -0.081, 0.88, 1.2, 911, i, 37%, 30%
`O=C1CC(N(Cc2ccc3c(c2)OCO3)C(=O)Nc2ccc(F)cc2)C(=O)N1c1ccccc1` (stereo not drawn) is listed with i, 6, -7, 2, 3.4, 1.1, 1.9, 1.4, 1171, -0.32, 0.11, -0.46, 0.45, 0.56, 1172, i, -2.0%, -8%
`Cn1nc(C(F)(F)F)c(-c2cccc(C(F)(F)F)c2)c1NC(=O)CSCC(=O)O` is listed with ., ., ., ., ., ., ., -0.3, 1313, -0.74, -0.28, -0.31, 0.57, ., ., i, 4.7%, 9%

Screening results as filed in PubChem BioAssay.
